SSB-PriA inh: inhibitors of Klebsiella pneumoniae PriA binding to SSB C-terminal tail, primary screen, biochemical, AlphaScreen; inhibition, % at 33 µM; hit rate 0.6% among 430,000; AlphaScreen SSBct-PriA binding, biotinylated peptide; PriA–SSB C-terminal tail interaction (Klebsiella pneumoniae); in the data active = inhibition mostly above about 37%, no sharp cut-off; inactive = mostly below about 20%;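 note: plate controls were negative control peptide for no effect and reference peptide for full effect; strong numbers were not always called active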
An asterisk follows results filed as active; & = joins results of further samples.

molecule,SSB-PriA inh
O=C(NN=C/C=C/c1ccc([N+](=O)[O-])cc1)c1cccs1,-9.6
CCN1C(=O)c2cccc3c(S(=O)(=O)NCCCn4ccnc4)ccc1c23,-4.0
COC(=O)N1CCC(CNC(=O)Cc2ccsc2)CC1,2.0
COC(=O)N1CCc2ccc(Br)cc2[C@@H]1C(=O)Nc1nccs1,-2.0
CCc1ccc(NCC(O)Cn2c3ccccc3c3ccccc32)cc1 (configuration not stated),25.0
Cc1ccc(-c2ccc(OCCNC(=O)c3ccc(S(=O)(=O)N(C)C)cc3)nn2)cc1,13.0
COc1cccc(C=NNc2ncnc3scc(-c4ccccc4)c23)c1O,44.4
CC(C)N1CCC(CNC(=O)c2ccc(C(C)(C)C)cc2)CC1,-21.0&-1.0
CC1CCc2c(sc(NC(=O)CC(=O)Nc3sc4c(c3C#N)CCC(C)C4)c2C#N)C1 (configuration not stated),-24.0
O=C(CSc1nnc(-c2cccnc2)n1-n1cccc1)Nc1ccc(F)cc1,-13.0

Next records
molecule,SSB-PriA inh
CCCS(=O)(=O)NCCOc1ccc2nnc(-c3ccc(F)cc3)n2n1,-13.0
C[N+](C)(C)CCNC(=O)c1cc[n+](Cc2ccccc2)c(C=NO)c1,-12.5
COc1ccc(CCC(=O)NCC2CCN(C(C)C)CC2)cc1,-18.0&-4.0
COc1ccccc1-n1c(CNC(=O)c2cccc3ccccc23)nnc1SCC(=O)Nc1cc(C)ccc1C,-10.0
Cc1c(-c2nnc(-c3ccccc3Cl)o2)nnn1-c1ccccc1,-10.0
O=C(c1ccc(C(F)(F)F)nc1)N1CCN(c2cc(-n3cncn3)ncn2)CC1,-13.0
Cc1ccc(-c2cc3c(SCC(=O)NCc4ccco4)nccn3n2)cc1,-25.0
Cc1cc(C)n(N=Cc2c[nH]c3ccccc23)c(=O)c1,-0.9
COc1cc(Cn2nc(-c3cccs3)c3sc(N4CCCCC4)nc3c2=O)cc(OC)c1,-1.0
Cc1csc(NC(=O)CC2CSc3nc4c(c(=O)n32)CCC4)n1 (configuration not stated),3.0

The results go on:
molecule,SSB-PriA inh
CC(C)N1CCc2c(sc(NC(=O)Cc3ccc(F)cc3)c2-c2nc3ccccc3s2)C1,-58.0
O=C(NN=Cc1ccc(Br)o1)c1cccnc1,-0.5
CC(SC1=NCCN1S(=O)(=O)c1ccc(Br)cc1)c1ccccc1 (configuration not stated),-8.0
COc1cccc(NC(N)=Nc2nc(C)cc(=O)[nH]2)c1,-1.6
O=C(c1ccccc1)N(Cc1ccco1)CC(O)Cn1c2ccccc2c2ccccc21 (configuration not stated),-16.0
Cc1cc(F)ccc1S(=O)(=O)NCC1CCCN1c1ccccc1 (configuration not stated),26.0
Cc1nnc(NN=Cc2ccc(O)c([N+](=O)[O-])c2)[nH]c1=O,-14.9
O=C(Cn1nnc2ccccc21)N/N=C\c1cc(Br)cc(Br)c1O,-7.0
Cc1ccc(N2C[C@@H](NC(=O)NCCN3CCOCC3)CC2=O)cc1C,-7.0
O=C(Nc1nnc(Cc2cccs2)o1)c1cccc(N2C(=O)CCC2=O)c1,8.0&27.0

The list goes on.
molecule,SSB-PriA inh
COC(=O)CSCC(=O)Nc1nnc(-c2ccccc2OC)s1,-15.0
O=S(=O)(c1ccc2c(c1)OCCO2)N1CCc2cnc(N3CCOCC3)nc2C1,8.0
Cc1cc(C)nc(SCc2cc(=O)c(OC(=O)Cc3cccs3)co2)n1,8.0
O=C(Cn1cnc2ccccc21)NCc1cnn2ccccc12,-9.0
C=CCN1C(=O)C(C)(C)COc2cc(NS(=O)(=O)c3ccc(F)cc3C)ccc21,-5.0
Cc1cc(=O)n2c(n1)SCC2CC(=O)NC(C)C (configuration not stated),7.0
O=C1COc2cc(Cl)ccc2N1Cc1nc(-c2cccc(C(F)(F)F)c2)no1,-1.0
Cc1c(Cl)cccc1NC(=O)C(=O)NCCC(O)c1cccs1 (configuration not stated),-4.0
COC(=O)c1nn(-c2ccccc2)c(Cl)c1C=NOCc1ccc(C)cc1,-21.4
CCOC(=O)c1ccc(NC(=O)C(Br)C(C)C)cc1 (configuration not stated),-15.0

Entries listed so far that contain an NH in an aromatic ring (3):
molecule,SSB-PriA inh
Cc1cc(C)n(N=Cc2c[nH]c3ccccc23)c(=O)c1,-0.9
COc1cccc(NC(N)=Nc2nc(C)cc(=O)[nH]2)c1,-1.6
Cc1nnc(NN=Cc2ccc(O)c([N+](=O)[O-])c2)[nH]c1=O,-14.9

(listing goes on)
molecule,SSB-PriA inh
O=C(Nc1ccc(F)c(C(F)(F)F)c1)c1cccn(Cc2cccc(Cl)c2)c1=O,1.0
O=C(NCc1ccc(OC(F)(F)F)cc1)c1cnn2c1OCCC2,-15.0
COc1cc(NC(=O)CC(C)=NNC(=O)c2cccc(O)c2)c(OC)cc1Cl,-1.2
Cn1cc(Cl)c(C(=O)NN=Cc2ccc3c4c(cccc24)CC3)n1,-3.5
COC(=O)c1ccc(NC(=O)CSc2nccn3nc(-c4ccc(Cl)cc4)cc23)cc1,-9.0
COc1ccc(N2CCN(C(=O)CCN3C(=O)c4cccc5cccc(c45)C3=O)CC2)cc1,6.0
COc1ccccc1-c1nnc(NC(=O)c2ccc(N(C)C)cc2)o1,-4.0
O=C(NN=Cc1ccc(F)cc1)c1ccncc1,-11.1
COc1ccc(S(=O)(=O)NCCn2ccc(C(F)(F)F)n2)c(C)c1,-13.0
COc1ccc(-c2cc(CC(=O)NC3=NCCS3)no2)cc1,-12.0

(continued)
molecule,SSB-PriA inh
O=C(Nc1ccc2c(c1)OCCO2)c1ccc(=O)n(Cc2cccc(C(F)(F)F)c2)c1,-15.0
O=C(Nc1nc(-c2ccccn2)cs1)C1CCCN(c2ccc(-n3cncn3)nn2)C1 (configuration not stated),4.0
O=S(=O)(c1ccc(Br)s1)N1CC(c2nc(-c3ncccn3)no2)C1,-21.0
CCCS(=O)(=O)N1CCc2ccc(NC(=O)COc3ccc(C(C)(C)C)cc3)cc2C1,0.0
O=C(CSc1nnc(-c2cccc(S(=O)(=O)N3CCCCC3)c2)o1)c1ccc(F)cc1,-13.0
CC(=NNC(=O)c1ccc(=O)[nH]n1)c1cccnc1,1.4
O=S(=O)(NCCn1ccc(-c2ccccn2)n1)C1CCCCC1,0.0
Cn1cnnc1S(=O)(=O)C1CCN(C(=O)c2cc(-c3ccco3)[nH]n2)CC1,-17.0
O=c1c(=O)n(-c2ccc3c(c2)OCCO3)ccn1Cc1c(F)cccc1Cl,-3.0&2.0
CCOc1ccccc1C(=O)N1CCN(S(=O)(=O)c2cc3c4c(c2)CCN4C(=O)CC3)CC1,0.0

(further entries)
molecule,SSB-PriA inh
COc1cc(C(=O)NCC(c2cccs2)N2CCc3ccccc3C2)cc(OC)c1OC (configuration not stated),9.0
O=C(Nc1nc2c(s1)CN(C(=O)c1ccc(Cl)s1)CC2)C1CCC1,-16.0
COc1ccccc1CNC(=O)c1csc(Nc2ccccc2)n1,12.0
CCOc1ccc(NC(=O)CSC2=NC(C)=C(C(C)=O)[C@H](c3ccccc3Cl)C2C#N)cc1 (some centres not stated),-26.0
C=CCn1nc(-c2ccc3c(c2)OCO3)ccc1=O,-26.0
O=C(NCc1ccccc1F)[C@@H]1COCC(=O)N1Cc1cccs1,-6.0
NS(=O)(=O)c1ccc(NC(=O)CN2CC(=O)Oc3ccccc32)cc1,94.0*
O=C(NCCOc1ccc2nnc(-c3ccccc3Cl)n2n1)c1cccs1,-15.0
O=C(NN=C1CC2CC=CC12)c1ccc(Br)cc1 (configuration not stated),-2.7
O=C(NC(c1ccccc1)c1ccccc1)N(CCc1cccs1)C1CC1,-21.0

Next section:
molecule,SSB-PriA inh
COC(=O)NN=Cc1cccs1,-0.7
O=C(NCc1cccs1)N1CCN(C(=O)c2cnn3ccccc23)CC1,-12.0
COc1ccc(CC(=O)Nc2ccc3c(c2)N(C(=O)C2CCCC2)CC3)cc1OC,1.0
Cc1ccc(/C=C\S(=O)(=O)NCCn2ncccc2=O)cc1,-9.0
O=C(NCc1ccco1)C(=O)NCC1OCCN1C(=O)c1ccc2c(c1)OCO2 (configuration not stated),-25.0
COc1cc(C(=O)N2CCN(c3cc(C)ccc3C)CC2)cc(OC)c1OC,-3.0
CC(C)(C)c1ccc(C=NNC(=O)C[n+]2ccccc2)cc1,1.4
O=C(NCc1ccccc1)N1CCN(c2ccc3nnc(-c4ccco4)n3n2)CC1,-3.0
O=C(NCc1cccnc1-c1ccsc1)NC(c1ccccc1)c1ccccc1,-34.0
O=C(O)c1ccc(C(=O)O)c([N+](=O)[O-])c1,-4.0

(list continues)
molecule,SSB-PriA inh
S=c1[nH]nc(-c2cccnc2)n1N=Cc1ccc(Br)s1,0.9
N=c1sc(C=C2C=Nc3ccccc32)c(O)n1-c1nccs1,26.0
O=C(NCC1CCCO1)C(=O)NN=Cc1ccc(O)c(Cl)c1 (configuration not stated),-12.6
O=C(O)CCC(=O)NCc1ccco1,-12.0
CSCc1csc(NC(=O)COc2ccc3ccccc3c2)n1,6.0
COc1ccc(Cl)cc1S(=O)(=O)Nc1ccc2c(c1)CC(=O)N2,-12.0
O=C(Cc1csc(NC(=O)c2ccc[nH]c2=O)n1)NCC1CCCCC1,-3.0
Cc1cc(OC[C@@H](O)CNCCO)ccc1Cl,-5.0
Cc1ccc(S(=O)(=O)N2CCc3ccc(NS(=O)(=O)c4ccc(Cl)s4)cc3C2)cc1,5.0
O=C(NCCc1cccs1)c1ccc(S(=O)(=O)N2CCOCC2)cc1,-3.0

(cont.)
molecule,SSB-PriA inh
CC(C)C=NNC(=O)CCCCC(=O)NN=CC(C)C,7.5
O=C(N/N=C\C=C\c1ccccc1)c1cc(-c2cccc3ccccc23)n[nH]1,18.0
Cc1ccc(OC2CCN(C(=O)COc3ccc(C(C)C)cc3)CC2)nn1,-14.0
CON=Cc1ccc(Sc2ccccc2N)c([N+](=O)[O-])c1,52.1*
O=C1CC(N2CCN(c3ccccc3)CC2)C(=O)N1c1ccc(SC(F)F)cc1 (configuration not stated),4.0
Cc1cc(NC(=O)CCCSc2ccc(NC(=O)C3CC3)nn2)on1,-7.0
C=CCn1c(=C(C#N)c2nc3ccccc3n2C)sc(=Cc2cc(OC)c(OC)c(OC)c2)c1=O,-6.7
O=C(O)CC1C(=O)NCCN1CC(c1ccccc1)c1ccccc1 (configuration not stated),5.0
CNS(=O)(=O)c1ccc2nc(N)sc2c1,2.0
Cc1cccc(N2CCN(C(=S)c3ccc(C(C)(C)C)cc3)CC2)c1,-2.0

Continued.
molecule,SSB-PriA inh
COc1ccc(Cl)cc1C(=O)N(CC1CCCO1)c1nc2c(F)cccc2s1 (configuration not stated),-8.0
COc1coc(C(=O)Nc2ccc(C(C)C)cc2)cc1=O,-1.0
COc1ccc(-c2cn3c(C(=O)Nc4ccc(C(C)=O)cc4)csc3n2)cc1,-12.0
COc1ccccc1CNC(=O)CSc1ccc(NC(C)=O)nn1,-2.0&5.0
Cc1cccc2sc(NC(=O)C3CCCN(c4ccc(-n5cncn5)nn4)C3)nc12 (configuration not stated),-4.0
COc1ccccc1C(=O)NCCn1ncc2c(=O)n(Cc3ccc(C)cc3)cnc21,-3.0
O=C(NCCn1ncc2c(N3CCOCC3)ncnc21)c1c(F)cccc1Cl,9.0
Clc1cccc2sc(NCc3cccnc3)nc12,-17.0&-1.0
O=C(Nc1cccc(N2CCCCC2=O)c1)c1cccs1,-11.0
N#Cc1nccnc1OC1CCCN(C(=O)c2ccc(F)cc2Cl)C1 (configuration not stated),-8.0

Look-ups from the list.
SSB-PriA inh with CC(C)(C)c1ccc(C=NNC(=O)C[n+]2ccccc2)cc1 = 1.4
SSB-PriA inh with COC(=O)NN=Cc1cccs1 = -0.7
SSB-PriA inh with O=C(Nc1nnc(Cc2cccs2)o1)c1cccc(N2C(=O)CCC2=O)c1 = 8.0&27.0
SSB-PriA inh with O=C(Nc1ccc2c(c1)OCCO2)c1ccc(=O)n(Cc2cccc(C(F)(F)F)c2)c1 = -15.0
SSB-PriA inh with Cc1ccc(N2C[C@@H](NC(=O)NCCN3CCOCC3)CC2=O)cc1C = -7.0
SSB-PriA inh with O=C(Cn1cnc2ccccc21)NCc1cnn2ccccc12 = -9.0

Next results:
molecule,SSB-PriA inh
Cc1cc[n+](-c2[nH]c(=O)sc2C=NN=C([O-])c2ccncc2)cc1C,-6.8
O=C(Nc1ccc(Cl)c(Cl)c1)Nc1nnc(SCc2cccnc2)s1,-7.0
Cc1cc(C)n(-c2ccc(N3CCN(C(=O)c4cccc(C(F)(F)F)c4)CC3)nn2)n1,-20.0
Cc1cc(OC2CN(C(=O)c3cc4ccccc4s3)C2)cc(=O)o1,-11.0
COc1ccc(-c2noc(CSc3nc4ccsc4c(=O)[nH]3)n2)cc1OC,-7.0
CCOC(=O)c1ccc(NC(=O)Cc2cc(=O)[nH]c(SCc3ccc(F)cc3)n2)cc1,3.0
Cc1cc(N)n(-c2ncnc3c2cnn3-c2ccccc2)n1,-3.0
CC(=NNc1ccc([N+](=O)[O-])cc1[N+](=O)[O-])c1ccc(-n2nncc2C(C)(C)C)cc1,-9.5
O=C(CCCn1nc(-c2cccs2)ccc1=O)Nc1nccs1,-19.0
O=C(Cn1nnc2ccccc21)N1CC(S(=O)(=O)c2ccc(F)cc2)C1,-30.0

The list continues.
molecule,SSB-PriA inh
Cc1ccc(NC(=O)C(C)(C)C)cc1N1CCCC1=O,-12.0&1.0
COc1ccc(C)c2sc(N3CCN(C(=O)c4ccccc4NS(=O)(=O)c4ccc(C)cc4)CC3)nc12,-6.0
O=C(O)C1(C(=O)O)CCOCC1,-11.0
CC(=NNC(=O)C1CCCN1C(=O)c1ccc([N+](=O)[O-])cc1)c1ccc(Br)cc1 (configuration not stated),4.2
O=C(Nn1c(=S)[nH]c2ccccc2c1=O)C1CCN(C(=O)c2cc(F)c(Cl)cc2F)CC1,6.0
Cc1cc(C)nc(NC(=NS(=O)(=O)Cc2ccccc2)Nc2cccc(Cl)c2C)n1,-8.8
Cn1cc(SCC(=O)Nc2ccc(F)cc2F)c2ccccc21,1.0
O=C(CSc1cn(CCNC(=O)c2ccc(Cl)cc2Cl)c2ccccc12)NCc1ccco1,-14.0
Cc1cc(C(=O)NN=C2CCCC(=O)C2)c2ccccc2n1,10.2

Some of the compounds tested. The share of hits here may be higher or lower than overall.
